Bioassay records: PubChem, Johns Hopkins Ion Channel Center
TRPC6 inhibitor – inhibitors of mouse TRPC6 channel; Q61143; HEK293-TRPC6, membrane potential dye, ACh-evoked depolarization; active compounds read low; B-score at 10 µM; actives 1.1% (n = 310,000); AID 2553;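 active means B-score under library mean minus 3 SD, initial fluorescence not abnormally high, positive integrated signal ratio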;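 further: B-score derived from integrated fluorescence ratio over the kinetic read; more negative B-score means stronger inhibition of depolarization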
TRPC6 act – mouse TRPC6 channel activation; Q61143; AID 2550; HEK293-TRPC6 membrane potential dye fluorescence; active compounds read high; B-score at 10 µM; actives 0.13% (n = 310,000);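 active means B-score of the integrated fluorescence ratio above library mean plus 3 SD, and starting fluorescence ratio within library mean plus 5 SD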;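 further: higher score means more depolarization so channel activation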
TRPC4 act – opens the mouse TRPC4 cation channel; Q9QUQ5; HEK293 TRPC4beta/mu-opioid, Fluo4 calcium fluorescence; active compounds read high; B-score at 10 µM; actives 0.49% (n = 310,000); AID 2237;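 active means B-score above 5 SD of library B-scores, and initial fluorescence ratio not above library mean plus 5 SD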;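 further: positive B-score marks a calcium rise read as TRPC4 activation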
Target sequence (Q9QUQ5 whole entry, looked up): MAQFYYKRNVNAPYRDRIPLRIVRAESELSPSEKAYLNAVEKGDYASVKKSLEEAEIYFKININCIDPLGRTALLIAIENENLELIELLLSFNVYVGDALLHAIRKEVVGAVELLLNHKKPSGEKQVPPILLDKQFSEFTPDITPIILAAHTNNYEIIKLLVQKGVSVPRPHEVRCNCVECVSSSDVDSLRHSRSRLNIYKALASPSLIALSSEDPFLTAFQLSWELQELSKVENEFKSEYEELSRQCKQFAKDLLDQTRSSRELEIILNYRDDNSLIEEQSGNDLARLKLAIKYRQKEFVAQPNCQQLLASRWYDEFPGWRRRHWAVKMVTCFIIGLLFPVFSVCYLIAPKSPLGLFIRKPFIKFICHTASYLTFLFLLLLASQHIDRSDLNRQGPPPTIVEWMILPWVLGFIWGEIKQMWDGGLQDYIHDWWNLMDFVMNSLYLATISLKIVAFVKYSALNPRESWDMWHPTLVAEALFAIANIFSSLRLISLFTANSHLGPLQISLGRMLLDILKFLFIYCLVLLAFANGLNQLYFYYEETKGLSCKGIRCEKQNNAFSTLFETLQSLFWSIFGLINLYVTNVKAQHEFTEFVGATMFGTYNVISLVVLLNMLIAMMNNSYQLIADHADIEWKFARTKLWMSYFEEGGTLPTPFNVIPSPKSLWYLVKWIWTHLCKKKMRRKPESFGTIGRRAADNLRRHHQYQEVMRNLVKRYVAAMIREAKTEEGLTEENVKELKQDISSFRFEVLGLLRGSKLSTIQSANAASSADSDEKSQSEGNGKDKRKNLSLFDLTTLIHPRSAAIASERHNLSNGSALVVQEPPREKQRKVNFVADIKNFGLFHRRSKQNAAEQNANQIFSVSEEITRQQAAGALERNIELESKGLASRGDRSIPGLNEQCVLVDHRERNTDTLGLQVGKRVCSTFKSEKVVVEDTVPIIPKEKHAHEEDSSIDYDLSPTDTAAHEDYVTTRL
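Assay system – TRPC4beta and mu-opioid receptor HEK293 stable cells · Measured by – Fluo4 fluorescence, kinetic · Schedule – dye loading 45 min room temperature, 110 s kinetic read · Read-out – B-scored integrated calcium fluorescence ratio · Controls – buffer and maximal DAMGO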
TRPC4 block – blocks the mouse TRPC4 cation channel | actives 0.39% (n = 300,000) | HEK293 TRPC4beta/mu-opioid, DAMGO-evoked Fluo4 calcium flux; active compounds read low | B-score at 10 µM | Q9QUQ5;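 active means B-score over 3 SD under the library average, no early fluorescence shift, positive overall ratio signal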
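Assay system: HEK293 cells with stable TRPC4beta plus mu-opioid receptor expression; Probe or stimulus: DAMGO in two steps, submaximal then maximal; Dosing: single-point compound dosing; Measured by: Fluo4 calcium-dye fluorescence, kinetic read; Read-out basis: B score from integrated Fluo4 fluorescence ratio.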
ANO1 block – mouse TMEM16A channel inhibition, primary screen. HEK293 TMEM16A/YFP iodide influx fluorescence, ionomycin. normalized B-score (activity score, 25-100; higher = stronger inhibition) at 10 µM. actives 1.2% (n = 310,000);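 active means ratio plate-corrected score three or more library SD toward inhibition, starting fluorescence score within five deviations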;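 further: score derived from kinetic fluorescence span divided by baseline fluorescence per well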
ANO1 activ – activates or potentiates the mouse TMEM16A chloride channel; Q8BHY3; HEK293 TMEM16A/YFP-H148Q/I152L, iodide quench fluorescence; active compounds read low; B-score at 10 µM; actives 0.3% (n = 340,000);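 active means fluorescence-ratio B-score plate-corrected deviation score at least 3 library SD below zero, with starting fluorescence score within 5 deviations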;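 further: channel opened by trigger with iodide after compound preincubation; score built on the fluorescence ratio of max minus min over baseline; more negative score means more quench and so TMEM16A activation or potentiation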
TRPC4 potent – allosteric potentiators of mouse TRPC4 channel. B-score at 10 µM. Q9QUQ5. actives 0.42% (n = 310,000). HEK293 TRPC4beta/mu-opioid, DAMGO EC20, Fluo-4 Ca2+ flux; active compounds read high;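 active means B-score of calcium response area above 5 SD of library B-scores, with initial fluorescence ratio within 5 SD of library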;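 further: B-score of integrated fluorescence ratio over time as area under calcium response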
MrgX1 antag – human MrgX1 receptor antagonism, primary screen | Q96LB2 | MRGX1-HEK293 calcium flux, Fluo-4, BAM8-22 antagonism; active compounds read low | B-score at 10 µM | actives 1.3% (n = 310,000) | AID 588676;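 active means calcium-response B-score plate-corrected more than 3 library SD below zero, starting fluorescence within 5 deviations, no agonist response on first addition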;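 further: peak minus trough fluorescence over baseline after final BAM8-22 challenge near maximal dose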
RGS4 inh – inhibitors of human RGS4 | AID 463165 | HEK293 M3R/RGS4 inducible, Fluo-4 calcium flux; active compounds read high; triggered by carbachol at its EC20 | B-score at 10 µM | actives 0.45% (n = 310,000) | P49798;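 active means B-score, a plate-corrected calcium signal, over three deviations above library mean, with baseline fluorescence within five deviations of library mean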;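 further: RGS4 expression induced by doxycycline in cells with stable M3 receptor; B-score is computed from the integrated fluorescence ratio over baseline after carbachol; higher B-score means a larger calcium signal and so more RGS4 inhibition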
MrgX1 PAM – human MrgX1 positive allosteric modulation, primary screen | AID 588675 | B-score at 10 µM | actives 0.63% (n = 310,000) | MrgX1-HEK293, Fluo-4 calcium flux, FDSS; active compounds read high | Q96LB2;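 active means plate-corrected calcium response at least 3 library SD above typical, normal starting fluorescence, not activating the receptor alone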;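 further: compound read alongside a low EC10 to EC30 dose of BAM8-22 agonist; peak minus trough fluorescence over baseline measured at the second addition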
MrgX1 agonist – activates human MrgX1 receptor signaling | MrgX1-HEK293 cells, Fluo-4 calcium fluorescence, agonist mode; active compounds read high | B-score at 10 µM | actives 0.44% (n = 310,000) | AID 588627;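 active means calcium response B-score plate-corrected fluorescence ratio at least 3 library SD, with starting fluorescence B-score inside 5 SD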
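Material – MrgX1-expressing HEK293 cells · Input – 15,000 cells seeded per well · Dosing – compound as first of three additions · Times – overnight seeding, then 1 h dark dye loading · Measured by – kinetic Fluo-4 NW fluorescence of intracellular calcium · Read-out – B-scored fluorescence response ratio · Benchmarks – positive and negative control wells on each plate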
* marks the source's active call; other numbers are inactive results; i = inactive. Outcome played no part in choosing rows. About 5.8% of those tested had a hit in this group.

SMILES	TRPC6 inhibitor	TRPC6 act	TRPC4 act	TRPC4 block	ANO1 block	ANO1 activ	TRPC4 potent	MrgX1 antag	RGS4 inh	MrgX1 PAM	MrgX1 agonist
CSc1nc(SC)c2c3c(oc2n1)COC(C)(C)C3	i	i	i	i	i	i	i	i	i	i	i
c1cnc(Sc2ccc3nnnn3n2)nc1	i	i	i	i	i	i	i	i	i	i	i
Cc1cc(C)c(N=Cc2c(O)c3ccccc3oc2=O)c(C)c1	i	i	i	i	i	i	i	i	i	i	i
COc1ccc(NC(=O)CN(C)C(=O)Cc2coc3cc(C)c(C)cc23)cc1	i	i	i	i	i	i	i	i	i	i	i
CC(c1ccccc1)N1CCC(CNC(=S)Nc2cccc(Cl)c2)C1 (stereo not given)	i	i	i	i	i	i	i	i	i	i	i
CCn1nc(C)c(CN2CCc3c([nH]c4ccccc34)C2c2ccc(F)c(OC)c2)c1C (stereo not given)	i	i	i	i	i	i	i	i	i	i	i
CC(=O)CC(=O)Nc1ncccn1	i	i	i	i	i	i	i	i	i	i	i
COc1ccc(CCN2C(=O)c3ccncc3C2=O)cc1OC	i	i	i	i	i	i	i	i	i	i	i
Cc1occc1C(=O)NNC(=O)COc1ccc(Br)cc1Br	i	i	i	i	i	i	i	i	i	i	i
COC(=O)CC1NCCNC1=O (stereo not given)	i	i	i	i	i	i	i	i	i	i	i
Cc1cc(C)n(-c2nc3ccccc3c3nc(C)nn23)n1	i	i	i	i	i	i	i	i	i	i	i
CCc1cc2c(=O)n(Cc3ccco3)c(SCC(=O)N3CCCc4ccccc43)nc2s1	i	i	i	i	i	i	i	i	i	i	i
Cc1cc(NC(=O)CCNS(=O)(=O)c2ccc3[nH]c(=O)oc3c2)ccc1Br	i	i	i	i	i	i	i	i	i	i	i
COc1cccc(-n2c(CNC(=O)OC(C)(C)C)n[nH]c2=S)c1	i	i	i	i	i	i	i	i	i	i	i
CCOc1cccc(C2C(C(=O)c3ccc(C)o3)=C(O)C(=O)N2CCCn2ccnc2)c1 (stereo not given)	i	i	i	i	i	i	i	i	i	i	i
COc1ccc(C2Nc3ccccc3C(=O)N2c2ccc(F)cc2)cc1CSc1ccccn1 (stereo not given)	i	i	i	i	i	i	i	i	i	i	i
Cc1c(C(=O)NNC(=O)c2ccccc2O)oc2ccc(Br)cc12	i	i	i	i	i	i	i	i	i	i	i
Cc1nc2ccc(Cl)cc2c(-c2ccccc2)c1CC(=O)O	i	i	i	i	i	i	i	i	i	i	i
O=c1cnnc(SCc2ccc([N+](=O)[O-])cc2)[nH]1	i	i	i	i	i	i	i	i	i	i	i
CC(C)OCCCNC(=O)c1ccc2c(c1)ncn2C1CCCC1	i	i	i	i	i	i	i	i	i	i	i
COc1cc(COC(=O)c2cnc(C)cn2)c(OC)cc1Br	i	i	i	i	i	i	i	i	i	i	i
Cc1ccnc(SCC(=O)N2CCN(C(c3ccccc3)c3ccccc3)CC2)n1	-11*	18*	i	i	i	i	i	i	i	i	i
O=C(CSc1ncnc2c1nnn2Cc1ccccc1)NC1CCCC1	i	i	i	i	i	i	i	i	i	i	i
COc1cc(/C=N\NC(=O)Cn2nnc3ccccc32)cc(OC)c1OC	i	i	i	i	i	i	i	i	i	i	i
Cc1cc(C2N=C(N)Nc3nc4ccccc4n32)c(C)n1-c1ccccc1Cl (stereo not given)	i	i	i	i	i	i	i	-5.5*	i	i	i
CC(=O)Nc1ccc(Nc2nc(C)c([N+](=O)[O-])c(Nc3ccc(NC(C)=O)cc3)n2)cc1	i	i	i	i	i	i	i	-22*	i	i	i
Cc1ccc(C)c2nc(SCC(=O)N3CCCc4ccccc43)c(C#N)cc12	i	i	i	i	i	i	i	i	i	i	i
CN(C)C(=O)c1ccc(NC(=O)c2ccccc2-c2ccccc2)cc1	i	i	i	i	i	i	i	i	i	i	i
Cc1nnsc1C(=O)NC1CCCCC1	i	i	i	i	i	i	i	i	i	i	i
CC(=O)NC(CC(=O)N(Cc1ccccc1)c1ccc(C)cc1)c1ccccc1 (stereo not given)	i	i	i	i	i	i	i	i	i	i	i
CCOC(=O)c1nc(Nc2ccccc2CC)c2ccccc2n1	i	i	i	i	i	i	i	i	i	i	i
CCC(CC)NC(=O)CSc1nnc(-c2c[nH]c3ccccc23)o1	i	i	i	i	i	i	i	i	i	i	i
Cc1nc2ccccc2n1/N=C/c1ccc([N+](=O)[O-])s1	i	i	i	i	i	i	i	i	i	i	i
Cc1c(C)n2c(SCC(=O)NC3CCCC3)nnc2[nH]c1=O	i	i	i	i	i	i	i	i	i	i	i
CN1CCN(c2ccc(NC(=O)c3ccc4ccccc4c3)cc2)CC1	i	i	i	i	i	i	i	i	i	i	i
COc1ccc(C(CNC(=O)c2ccc(-c3ccccc3)cc2)N(C)C)cc1OC (stereo not given)	i	i	i	i	i	i	i	i	i	i	i
Cc1cc(C)c(NS(=O)(=O)c2ccc3c(c2)NC(=O)CCS3)c(C)c1	i	i	i	i	i	i	i	i	i	i	i
Cc1ccc(NC(=O)CN(C)C(=O)Cn2ncc(Cl)c(Cl)c2=O)cc1	i	i	i	i	i	i	i	i	i	i	i
Cc1ccc(OCC(=O)Nc2ccccc2N2CCOCC2)c(C)c1	i	i	i	i	i	i	i	i	i	9.9*	i
COc1ccc(NC(=O)CCCn2c(=O)c3sccc3n(Cc3ccc(C)cc3C)c2=O)cc1	i	i	i	i	i	i	i	i	i	i	i
COc1cccc(CNc2ccc(S(=O)(=O)Nc3nccs3)cc2)c1O	i	i	i	i	i	i	i	i	i	i	i
CCc1ccccc1NS(=O)(=O)c1ccc2c(c1)C(C)(C)C(=O)N2C	i	i	i	i	i	i	i	i	i	i	i
C/C(=N/NC(=O)Cc1ccccc1)c1ccc(C)s1	i	i	i	i	i	i	i	i	i	i	i
CCC(=O)Nc1ccc(S(=O)(=O)Nc2cccnc2)cc1	i	i	i	i	i	i	i	i	i	i	i
O=C(CNC(=O)c1ccccc1F)NCCCN1CCCC1=O	i	i	i	i	i	i	i	i	i	i	i
CCn1ccnc1CN(C)C(=O)CCc1nnc(CCC2CCCCC2)o1	i	i	i	i	i	i	i	i	i	i	i
Cc1ccccc1Nc1nc(N2CCOCC2)nc(N2CCOCC2)n1	i	i	i	i	i	i	i	i	i	i	i
O=C(CN1CCCCC1)NNc1nc(-c2ccccc2)c2cc(Br)ccc2n1	i	i	i	i	i	i	i	i	i	i	i
CCCC#CCN1CCN(C23CC4CC(CC(C4)C2)C3)CC1	i	i	i	i	i	i	i	i	i	i	i
CC1CCN(C(=O)c2cccc(S(=O)(=O)N3CCN(c4ccccc4)CC3)c2)CC1	i	i	i	i	i	i	i	i	i	i	i
COc1ccc(C(=O)C2CCCN(C(=O)c3ccc(OC)o3)C2)c(C)c1 (stereo not given)	i	i	i	i	i	i	i	i	i	i	i
CS(=O)(=O)N(CC(=O)Nc1ccccc1Sc1ccccc1)c1ccc(F)cc1	i	i	i	i	i	i	i	i	i	i	i
Cc1cc(C)cc(N(C(=O)CNC(=O)c2cccs2)C(C(=O)NC2CCCC2)c2cccnc2)c1 (stereo not given)	i	i	i	i	i	i	i	i	i	i	i
CCCN(CCC)C(=O)C1CCN(c2cc(C)nc3c(-c4ccc(OC)c(OC)c4)c(C)nn23)CC1	i	i	i	i	i	i	i	i	i	i	i
CC(=O)C1(C)N(O)C(C)(C)C(c2cccs2)=[N+]1[O-] (stereo not given)	i	i	i	i	i	i	i	i	i	i	i
O=c1cc(NCC2CCCO2)[nH]c(=O)n1-c1ccc(Cl)cc1 (stereo not given)	i	i	i	i	i	i	i	i	i	i	i
CCOC(=O)N1CCC(=NNC(=O)COc2ccc(C#N)cc2)CC1	i	i	i	i	i	i	i	i	i	i	i
Cc1cccnc1NC(=O)c1ccc(NS(=O)(=O)c2ccc3[nH]c(=O)[nH]c3c2)cc1	i	i	i	i	i	i	i	i	i	i	i
O=C(NCc1ccncc1)C1COc2ccccc2O1 (stereo not given)	i	i	i	i	i	i	i	i	i	i	i
COc1cccc(CN2CCNC(=O)C2CC(=O)NCCc2ccccn2)c1 (stereo not given)	i	i	54*	i	i	i	i	i	i	i	i

Next part.
SMILES	TRPC6 inhibitor	TRPC6 act	TRPC4 act	TRPC4 block	ANO1 block	ANO1 activ	TRPC4 potent	MrgX1 antag	RGS4 inh	MrgX1 PAM	MrgX1 agonist
COc1ccc(OCCn2c(N)nc3ccccc32)cc1	i	i	i	i	i	i	i	i	i	i	30*
COc1cc(C2N(c3cccc(Cl)c3)C(=O)C3CCCN32)cc(OC)c1OC (stereo not given)	i	i	i	i	i	i	14*	i	i	i	i
Cc1cc(C(F)F)n2ncc(C(=O)NC3CCCCCC3)c2n1	i	i	i	i	i	i	i	i	i	i	i
COCCn1c(SCC(=O)NCc2ccccc2)nc2ccccc21	i	i	i	i	i	i	i	i	i	i	i
Cc1[nH]n(-c2ccccc2)c(=O)c1N=Nc1ccc(F)cc1	i	i	i	i	i	i	i	i	i	i	i
COc1ccccc1Oc1coc2cc(O)ccc2c1=O	i	i	i	i	i	i	i	i	i	i	i
Cc1c(OCc2ccccc2)c(=O)ccn1Cc1ccc(F)cc1	i	i	i	i	i	i	i	i	i	i	i
Cc1ccc(OCC(=O)Nc2ccc(N3CCOCC3)cc2)cc1	i	i	i	i	i	i	i	i	i	i	i
O=C1S/C(=C\c2cccs2)C(=O)N1c1ccc(O)cc1	i	i	i	i	i	i	i	i	i	i	i
Cc1ccc(NC(=O)CN2CCC(C(=O)c3ccc(F)cc3)CC2)cc1	i	i	i	i	i	i	i	i	i	i	i
